Compound activity deposited in PubChem by Broad Institute.
NFkB SMM – binders of NF-kB p50 subunit, primary screen, biochemical, small molecule microarray, anti-His fluorescence; AID 624139, 2012; Nuclear factor NF-kappa-B p105 subunit (Homo sapiens), P19838; calls only; actives 1.3% (n = 17,000); anti-His fluorescence binding;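 active = spot fluorescence over background significantly raised, with a chance value under 7% in all four replicate spots of the compound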;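 note: probe protein is his-tagged human p50 processed subunit at 1 µg/ml; raw spot fluorescence signals with no normalization applied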
Target sequence (P19838 1-433 limits assumed): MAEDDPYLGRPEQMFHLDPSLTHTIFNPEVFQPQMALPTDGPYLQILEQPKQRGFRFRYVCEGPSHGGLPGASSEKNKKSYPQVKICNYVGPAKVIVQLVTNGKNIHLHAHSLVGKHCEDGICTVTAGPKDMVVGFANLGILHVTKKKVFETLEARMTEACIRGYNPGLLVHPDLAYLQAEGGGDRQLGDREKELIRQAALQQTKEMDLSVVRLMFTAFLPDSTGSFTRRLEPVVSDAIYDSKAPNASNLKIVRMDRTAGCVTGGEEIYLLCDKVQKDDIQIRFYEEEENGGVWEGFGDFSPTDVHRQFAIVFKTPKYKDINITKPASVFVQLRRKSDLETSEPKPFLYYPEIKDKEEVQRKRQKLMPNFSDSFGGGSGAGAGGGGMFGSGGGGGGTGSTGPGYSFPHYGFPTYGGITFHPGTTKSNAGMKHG
Calls only; i = inactive. An excerpt; rates above refer to the full screens.

A first look:
SMILES	NFkB SMM
C[C@@H]1CCCCO[C@@H](CN(C)C(=O)C2CCCCC2)[C@H](C)CN([C@@H](C)CO)C(=O)c2cc(NC(=O)Nc3ccccc3)ccc2O1	i
C[C@H](CO)N1C[C@H](C)[C@@H](CN(C)CC2CC2)Oc2ccc(NC(=O)C3CCCCC3)cc2CC1=O	i

The list itself, previewed entries included:
SMILES	NFkB SMM
C[C@@H]1CCCCO[C@@H](CN(C)C(=O)C2CCCCC2)[C@H](C)CN([C@@H](C)CO)C(=O)c2cc(NC(=O)Nc3ccccc3)ccc2O1	i
C[C@H](CO)N1C[C@H](C)[C@@H](CN(C)CC2CC2)Oc2ccc(NC(=O)C3CCCCC3)cc2CC1=O	i
CC1(C)C(=O)N=C2c3ccccc3C(=O)C(=O)C21 (configuration not stated)	i
C=C1c2c(Cl)ccc(O)c2C(=O)C2C(=O)[C@]3(O)C(=O)C(C(N)=O)C(=O)[C@@H](N(C)C)[C@@H]3[C@@H](O)C12 (some centres not stated)	i
C/C=C1/[C@H](O[C@@H]2O[C@H](CO)[C@@H](O)[C@H](O)[C@H]2O)OC=C(C(=O)OC)[C@H]1CC(=O)OCCc1ccc(O)c(O)c1	i
Cc1cc(C(=O)NCc2nc(-c3ccccc3)no2)ccc1[N+](=O)[O-]	i
N#CCCN(CCC#N)C(=O)c1cc(-c2ccccc2)nc2ccccc12	i
O=C(Nc1ccccc1O)C1=C[C@H](c2coc3ccccc3c2=O)C[C@H](OCCCCO)O1	i
CN(C)CCn1nnc2c(=O)oc3ccccc3c21	i
Cc1noc(C)c1NC(=O)N(C)C[C@@H]1OCCCC[C@H](C)Oc2ccc(N(C)C)cc2C(=O)N([C@H](C)CO)C[C@H]1C	i
CNC[C@@H]1Oc2c(NS(=O)(=O)c3cccs3)cccc2C(=O)N([C@@H](C)CO)C[C@@H]1C	i
C[C@H](CO)N1C[C@H](C)[C@@H](CN(C)Cc2ccncc2)Oc2ccc(NC(=O)NC3CCCCC3)cc2CC1=O	i
Nc1nc(CSc2nnnn2-c2ccccc2)nc(N2CCCc3ccccc32)n1	i
CC(=O)n1cc([C@@H]2C=C(C(=O)NCc3nc4ccccc4[nH]3)O[C@H](OCCCCO)C2)c2ccccc21	i
Cc1cc(C)c(C2C(C#N)=C(N)Oc3n[nH]c(C)c32)cc1CN1CCOCC1 (configuration not stated)	i
COc1ccccc1CN(C)C[C@@H]1OCc2cnnn2CCCC(=O)N([C@@H](C)CO)C[C@@H]1C	i
C[C@@H]1CCCCO[C@@H](CN(C)C(=O)C2CCCCC2)[C@@H](C)CN([C@@H](C)CO)C(=O)c2cc(NS(C)(=O)=O)ccc2O1	i
C[C@@H]1CN([C@H](C)CO)C(=O)Cc2cc(NC(=O)C3CC3)ccc2O[C@@H]1CN(C)C(=O)Nc1cccc2ccccc12	i
CCOc1ccccc1NC(=O)CSc1nc2ccccc2c(=O)n1-c1cccc(C(F)(F)F)c1	i
C[C@H](CO)N1C[C@H](C)[C@H](CN(C)C)OCCCC[C@H](C)Oc2ccc(NC(=O)CCC(F)(F)F)cc2C1=O	i
CNC[C@H]1Oc2ccc(NC(=O)c3ccncc3)cc2CC(=O)N([C@@H](C)CO)C[C@H]1C	i
Cc1noc(C)c1NC(=O)N(C)C[C@H]1Oc2ccc(NS(=O)(=O)c3cn(C)cn3)cc2C(=O)N([C@H](C)CO)C[C@@H]1C	i
CC(C)NC(=O)N(C)C[C@@H]1OCCCC[C@@H](C)Oc2ccc(NS(=O)(=O)c3ccccc3)cc2C(=O)N([C@@H](C)CO)C[C@@H]1C	i
COc1ccc(CN(C)C[C@H]2Oc3ccc(NC(=O)Nc4ccc(C(F)(F)F)cc4)cc3C(=O)N([C@H](C)CO)C[C@@H]2C)cc1	i
COC(=O)N(C)C[C@@H]1OCc2cn(nn2)CCCC(=O)N([C@@H](C)CO)C[C@@H]1C	i
O=C(COc1ccc(Cl)cc1)NC(=S)Nc1ccccc1N1CCOCC1	i
Nc1cc2ncnc(Nc3cccc(Br)c3)c2cc1N	i
COc1ccc(-n2c(SCC(=O)Nc3ccccc3C)nc3ccccc3c2=O)cc1	i
Cn1c(=O)c2c(nc(SCCNS(=O)(=O)c3ccccc3)n2C)n(C)c1=O	i
C[C@@H]1CN([C@@H](C)CO)C(=O)c2cc(NC(=O)Nc3ccccc3)ccc2O[C@@H](C)CCCCO[C@H]1CN(C)C(=O)C1CCCCC1	i
C[C@H](CO)N1C[C@H](C)[C@@H](CN(C)Cc2ccncc2)Oc2ccc(NC(=O)Cc3ccccc3)cc2CC1=O	i
Cc1noc(C)c1S(=O)(=O)N(C)C[C@@H]1OCCCC[C@@H](C)Oc2ccc(NS(C)(=O)=O)cc2C(=O)N([C@H](C)CO)C[C@@H]1C	i
CC(C)NC(=O)N(C)C[C@@H]1Oc2ccc(NS(=O)(=O)c3ccc(Cl)cc3)cc2CC(=O)N([C@@H](C)CO)C[C@H]1C	i
CCCN(C)C[C@@H]1OCCCC[C@@H](C)Oc2ccc(NC(=O)c3ccccc3)cc2C(=O)N([C@H](C)CO)C[C@@H]1C	i
COc1ccccc1NC(=O)CNC(=O)c1ccc(C)cc1	i
C[C@@H]1CC[C@]2(C(=O)O[C@@H]3O[C@H](CO)[C@@H](O)[C@H](O)[C@H]3O)CC[C@]3(C(=O)O)C(=CCC4[C@@]5(C)CC[C@H](OC6OC[C@@H](O)[C@H](O)[C@H]6O)C(C)(C)C5CC[C@]43C)C2[C@H]1C (some centres not stated)	i
C[C@@H]1CN([C@H](C)CO)C(=O)c2cc(NC(=O)Cn3cnnn3)ccc2O[C@H]1CN(C)Cc1ccc(Cl)c(Cl)c1	i
C[C@@H]1CN([C@H](C)CO)C(=O)c2cc(N(C)C)ccc2O[C@@H](C)CCCCO[C@H]1CN(C)C(=O)C1CCCCC1	i
C[C@@H]1CCCCO[C@@H](CN(C)C(=O)CCC(F)(F)F)[C@@H](C)CN([C@H](C)CO)C(=O)c2cc(NS(=O)(=O)c3cccs3)ccc2O1	i
C[C@H]1CN([C@@H](C)CO)C(=O)c2cc(NS(=O)(=O)c3cccs3)ccc2O[C@H]1CN(C)C(=O)Nc1ccc2c(c1)OCO2	i
CN1CCN(C(=O)c2nc3ccc(Cl)cc3[nH]2)CC1	i
Cc1ccc(NC(=O)CSc2nnnn2-c2ccc(Cl)c(C(=O)O)c2)cc1C	i
Cc1ccc(S(=O)(=O)N[C@H](Cc2ccccc2)C(=O)CCl)cc1	i
COc1ccc([N+](=O)[O-])cc1CNCCO	i
Cc1noc(C)c1NC(=O)N(C)C[C@@H]1OCCCC[C@@H](C)Oc2ccc(NS(=O)(=O)c3cn(C)cn3)cc2C(=O)N([C@H](C)CO)C[C@H]1C	i
C[C@@H]1CCCCO[C@@H](CN(C)S(=O)(=O)c2cccs2)[C@@H](C)CN([C@@H](C)CO)C(=O)c2cc(NC(=O)Cc3ccccc3)ccc2O1	i
C[C@]12CCC3C4(C=CC5(C=C4C(=O)C4CCCCC4)C[C@@H](O)CC[C@]35C)C1CC[C@@]2(O)CN1CCC(n2c(=O)[nH]c3ccccc32)CC1 (some centres not stated)	i
C[C@@H]1CN([C@H](C)CO)C(=O)c2cccc(NS(C)(=O)=O)c2O[C@H]1CN(C)Cc1ccncc1	i
COc1ccc(NC(=O)Nc2ccc3c(c2)C(=O)N([C@H](C)CO)C[C@H](C)[C@H](CN(C)C(=O)Nc2ccc(C(F)(F)F)cc2)OCCCC[C@H](C)O3)cc1	i
O=C(NCc1ccco1)C1(c2ccccc2)CCOCC1	i
C/C=C/c1ccc(O)cc1C(=O)C(C)O (configuration not stated)	i
C[C@@H]1CN([C@@H](C)CO)C(=O)c2cccc(NS(C)(=O)=O)c2O[C@H]1CN(C)Cc1ccccc1	i
COc1ccc(CN(C)C[C@@H]2OCCCC[C@@H](C)Oc3ccc(NS(=O)(=O)c4c(C)noc4C)cc3C(=O)N([C@H](C)CO)C[C@H]2C)cc1	i
O=C(Cn1cnc2ccccc2c1=O)NCc1ccco1	i
Cc1ccc2c(C(=O)Nc3sc4c(c3C(N)=O)CCCCC4)cc(-c3ccccn3)nc2c1C	i
C[C@H]1CCCCO[C@H](CN(C)Cc2ccccc2)[C@@H](C)CN([C@@H](C)CO)C(=O)c2cc(N(C)C)ccc2O1	i
CNC[C@H]1Oc2c(cccc2N(C)C)C(=O)N([C@H](C)CO)C[C@H]1C	i
C=C[C@@]1(C)CC(=O)[C@]2(O)[C@@]3(C)[C@@H](O)CCC(C)(C)[C@@H]3[C@H](O)[C@H](OC(=O)CCCN3CCN(C)CC3)[C@@]2(C)O1	i
C[C@@H]1CN([C@H](C)CO)C(=O)c2cc(N(C)C)ccc2O[C@H]1CN(C)CC1CCCCC1	i
CC(=O)OC(C)(C)[C@@H]1Cc2cc3ccc(=O)oc3cc2O1	i
Later entries.
SMILES	NFkB SMM
C[C@@H]1CN([C@H](C)CO)C(=O)c2cc(NC(=O)Nc3cccc4ccccc34)ccc2O[C@H]1CN(C)C	i
C[C@@H]1C=C(C(=O)N2CCOCC2)O[C@H](OCc2ccc(CO)cc2)C1	i
COc1ccc(CN(C)C[C@@H]2Oc3ccc(NC(=O)Nc4ccc5c(c4)OCO5)cc3CC(=O)N([C@@H](C)CO)C[C@@H]2C)cc1	i
C[C@@H]1CCCCO[C@H](CN(C)C)[C@H](C)CN([C@H](C)CO)C(=O)c2cc(NC(=O)Nc3ccccc3)ccc2O1	i
C[C@@H]1CN([C@H](C)CO)C(=O)c2cc(NS(C)(=O)=O)ccc2O[C@@H]1CN(C)C(=O)Nc1ccccc1	i
C=CC[C@]1(C(=O)N(C)C)N=C(c2ccc(OCCCO)cc2)O[C@H]1c1ccccc1	i
CCOC(=O)c1ccc(NC(=O)C2CC(C)=C(C)CC2C(=O)O)cc1 (configuration not stated)	i
C[C@@H]1CN([C@H](C)CO)C(=O)c2cc(NC(=O)NC3CCCCC3)ccc2O[C@@H]1CN(C)C(=O)Nc1cccc2ccccc12	i
COc1ccc(S(=O)(=O)N(C)C[C@@H]2Oc3ccc(NC(=O)Cc4ccccc4)cc3CC(=O)N([C@@H](C)CO)C[C@H]2C)cc1	i
COc1cc([C@H](Cc2ccccc2)NC(C)=O)oc(=O)c1	i
C[C@@H]1CCCCO[C@@H](CN(C)C(=O)Nc2ccc(C(F)(F)F)cc2)[C@H](C)CN([C@H](C)CO)C(=O)c2cc(NC(=O)Nc3ccc(F)cc3)ccc2O1	i
CC(Oc1ccccc1)C(=O)Nc1cccc(-c2nnc(-c3ccccc3)o2)c1 (configuration not stated)	i
C[C@H](CO)N1C[C@H](C)[C@H](CN(C)C(=O)NC2CCCCC2)Oc2ccc(NC(=O)Nc3ccccc3)cc2CC1=O	i
C[C@@H]1CCCCO[C@@H](CN(C)C)[C@@H](C)CN([C@H](C)CO)C(=O)c2cc(NC(=O)Nc3ccc(F)cc3)ccc2O1	i
N#C[C@@H](O[C@@H]1O[C@H](CO)[C@@H](O)[C@H](O)[C@H]1O[C@@H]1O[C@H](CO)[C@@H](O)[C@H](O)[C@H]1O)c1ccccc1	i
CCOc1ccc(C)cc1S(=O)(=O)n1cnc2ccccc21	i
C[C@@H]1CN([C@H](C)CO)C(=O)c2cc(NC(=O)c3ccncc3)ccc2O[C@@H](C)CCCCO[C@H]1CN(C)S(=O)(=O)c1ccc(F)cc1	i
CNC[C@@H]1OCCCC[C@H](C)Oc2ccc(NC(=O)Nc3cccc4ccccc34)cc2C(=O)N([C@@H](C)CO)C[C@H]1C	i
CC(C)C(O)(C(=O)OCc1ccc(O[C@@H]2O[C@H](CO)[C@@H](O)[C@H](O)[C@H]2O)cc1)C(C)O (some centres not stated)	i
COc1ccc(CN(C)C[C@@H]2Oc3c(NC(=O)NC4CCCCC4)cccc3C(=O)N([C@@H](C)CO)C[C@@H]2C)cc1	i
C[C@@H]1CN([C@@H](C)CO)C(=O)c2cccc(NS(=O)(=O)c3ccc(Cl)cc3)c2O[C@@H]1CN(C)S(=O)(=O)c1ccc(Cl)cc1	i
C[C@@H]1CN([C@@H](C)CO)C(=O)Cc2cc(NC(=O)Cn3cnnn3)ccc2O[C@H]1CN(C)C(=O)Nc1ccccc1	i
COc1ccccc1NC(=O)C1=C(C)NC(SCC(N)=O)=C(C#N)C1c1ccccc1 (configuration not stated)	i
COc1cc(CCC(=O)O)oc(=O)c1	i
C[C@H]1CCCCO[C@H](CN(C)C(=O)Cc2ccccc2)[C@@H](C)CN([C@@H](C)CO)C(=O)c2cc(NC(=O)Nc3ccc4c(c3)OCO4)ccc2O1	i
CCCCn1c(=O)c2[nH]c(C34CC5CC(CC3C5)C4)nc2n(CCCO)c1=O	i
Cc1noc(C)c1NC(=O)Nc1ccc2c(c1)C(=O)N([C@@H](C)CO)C[C@H](C)[C@@H](CN(C)C(=O)CCCN(C)C)OCCCC[C@H](C)O2	i
O=C(CN1C(=O)c2ccccc2C1=O)Nc1cccc2cccnc12	i
O=C(O)c1[nH]c2ccccc2c1C(c1ccccc1)c1c(C(=O)O)[nH]c2ccccc12	i

A portion from the list above:
SMILES	NFkB SMM
C[C@@H]1CN([C@@H](C)CO)C(=O)c2cccc(NS(=O)(=O)c3ccc(Cl)cc3)c2O[C@@H]1CN(C)S(=O)(=O)c1ccc(Cl)cc1	i
C[C@@H]1CN([C@@H](C)CO)C(=O)Cc2cc(NC(=O)Cn3cnnn3)ccc2O[C@H]1CN(C)C(=O)Nc1ccccc1	i
COc1ccccc1NC(=O)C1=C(C)NC(SCC(N)=O)=C(C#N)C1c1ccccc1 (configuration not stated)	i
COc1cc(CCC(=O)O)oc(=O)c1	i
C[C@H]1CCCCO[C@H](CN(C)C(=O)Cc2ccccc2)[C@@H](C)CN([C@@H](C)CO)C(=O)c2cc(NC(=O)Nc3ccc4c(c3)OCO4)ccc2O1	i
